STK33 kinase inh – inhibitors of purified STK33 kinase, primary screen, biochemical, ADP-Glo luminescence, homogeneous, cell-free; Serine/threonine-protein kinase 33 (Homo sapiens), Q9BYT3; MBP phosphorylation; inhibition, % at 10 µM; hit rate 0.073% among 320,000; AID 2661, 2010;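 active means inhibition at or above 25%, using the most active replicate where run in duplicate; inactive means inhibition below 25%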
Target sequence (Q9BYT3 whole entry, looked up): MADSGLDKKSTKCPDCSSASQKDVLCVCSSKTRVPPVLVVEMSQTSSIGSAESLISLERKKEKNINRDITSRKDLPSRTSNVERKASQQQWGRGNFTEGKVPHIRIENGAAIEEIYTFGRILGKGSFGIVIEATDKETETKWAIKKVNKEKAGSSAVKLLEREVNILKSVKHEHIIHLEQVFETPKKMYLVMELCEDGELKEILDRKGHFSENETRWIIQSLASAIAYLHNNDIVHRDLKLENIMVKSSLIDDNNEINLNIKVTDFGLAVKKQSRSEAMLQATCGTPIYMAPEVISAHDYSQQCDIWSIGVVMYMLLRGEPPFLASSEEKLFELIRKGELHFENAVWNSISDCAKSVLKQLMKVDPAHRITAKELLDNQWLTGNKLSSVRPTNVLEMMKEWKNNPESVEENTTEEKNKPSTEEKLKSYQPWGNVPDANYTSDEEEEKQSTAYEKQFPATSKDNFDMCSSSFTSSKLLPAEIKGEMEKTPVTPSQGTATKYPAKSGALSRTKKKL
* hit, by the source's call.

STK33 kinase inh | molecule
-1.6 | CCSc1nc2sc3c(c2c(=O)n1CC)CCC3
-0.8 | COc1cc(CN2CCN(C(=O)c3ccccc3F)CC2)cc(OC)c1OC
0.4 | O=C(NNC(=O)C1CC1)c1cccc([N+](=O)[O-])c1
-1.1 | COc1ccc(C(=O)Nc2ccccc2[N+](=O)[O-])cc1S(=O)(=O)N1CCOCC1
-1.9 | COc1ccccc1CN1CC(C(=O)NCc2nc3ccccc3n2C)CCC1=O (stereo unspecified)
0.7 | Cc1c(C(=O)NCc2nnc(-c3ccccc3)o2)oc2c(F)cccc12
-1.3 | CCOC(=O)c1c(C)[nH]c(C(=O)OCc2ccc(F)cc2)c1C
-0.4 | C/C(=N\NC(=O)C1CC1)c1ccc(C(C)(C)C)cc1
0.0 | Cc1c(C)c2ccc(O[C@@H]3O[C@H](CO)[C@H](O)[C@H](O)[C@H]3O)c(C)c2oc1=O
-1.1 | COc1ccc(S(=O)(=O)N[C@@H](CSCc2ccccc2)C(=O)O)cc1
-0.9 | CS(=O)(=O)N(CC(=O)N1CCOCC1)c1ccccc1Br
0.5 | COc1cc(/C=N\NC(=O)CC#N)ccc1OC/C=C/c1ccccc1
-1.8 | S=C(NCCCc1ccccc1)Nc1ccccc1
0.9 | CCOc1ccc(NC(=O)CCC(=O)NNC(=O)c2ccccc2Cl)cc1
-9.4 | CCCCNC(=O)c1nn2c(C(F)(F)F)cc(-c3ccccc3)nc2c1Br
0.5 | CC(=O)Nc1ccc(C(=O)NNC(=O)C2CC2)cc1
-0.6 | CC(C)NC(=O)[C@@H]1CSC2c3ccccc3C(=O)N21 (stereo partly specified)
-0.8 | COc1ccc(/C=C(\NC(=O)c2ccc(OC)cc2)C(=O)Nc2ccc(C(=O)O)cc2)cc1
1.4 | O=C(c1cccc(S(=O)(=O)N2CCCCC2)c1)N1CCN(c2ccccc2)CC1
2.5 | O=C(O)c1ccc(-c2nnc(-c3cccc(Br)c3)o2)cc1
-0.5 | COCCCNC(=S)NNC(=O)c1cc(C2CC2)nc2ccccc12
0.1 | O=C1NC(=Nc2ccccc2Cl)SC1(CO)CO
0.2 | COC(=O)C(NC(=O)CCc1c(C)nc2c(c(C)nn2-c2ccccc2)c1C)C(C)C (stereo unspecified)
0.1 | Clc1ccc2ccc3cccnc3c2n1
0.0 | COc1ccc2oc(=O)cc(CN3CCN(Cc4ccc(OC)c(OC)c4OC)CC3)c2c1
-0.7 | COc1cc(/C=N\NC(=O)C(C)(C)O)ccc1OC/C=C/c1ccccc1
-0.9 | O=C(c1ccccc1NS(=O)(=O)c1ccc(Br)cc1)N1CCOCC1
0.7 | Cc1ccccc1NC(=O)NNC(=O)c1ccc2ccccc2c1
-0.9 | O=C(O)COCC(=O)N1CCCN(c2ccc(C(F)(F)F)cn2)CC1
-1.7 | Clc1ccccc1/C=N/Nc1cc(N2CCOCC2)ncn1
0.7 | Cc1ccc(OCc2cc(C(=O)NC3CCc4ccccc43)no2)cn1 (stereo unspecified)
0.1 | COc1cc(C(=O)NC23CC4CC(CC(C4)C2)C3)cc(OC)c1OC
0.3 | COc1ccc(C(C)NCCC(c2ccc(OC(C)C)cc2)c2ccccc2OC)cc1 (stereo unspecified)
0.1 | COc1cccc(CN2CC(C(=O)NCCCc3ccncc3)CCC2=O)c1 (stereo unspecified)
-0.3 | CCC(NC(=S)NC1CCCCC1)c1ccc(C)cc1 (stereo unspecified)
-0.4 | CCOc1ccc(NC(=S)N2CCN(S(C)(=O)=O)CC2)cc1
-1.9 | Cc1cc2c(n1-c1ccc(C(=O)O)cc1)CCCCC2
1.0 | Oc1ccccc1/C=N/NC(=S)NCCc1ccccc1
-1.0 | Cc1ccc(C23CC4CC(CC(C(=O)NN)(C4)C2)C3)cc1
-0.8 | Cc1nc(C)n(C(C)CNC(=O)c2ccco2)n1 (stereo unspecified)
-0.6 | Cc1cccc(OCCCN2CCOCC2)c1
-1.0 | CN1CCN(NC(=O)Nc2ccc(Br)cc2Cl)CC1
-1.0 | O=C(CN1CCCCCC1)N/N=C/c1ccc2ccccc2c1
0.4 | C=CCN(CC=C)C(=O)Nc1cc(OC)ccc1OC
0.1 | CCCCOc1cccc(C2C(C(=O)c3ccc(C)o3)=C(O)C(=O)N2Cc2ccco2)c1 (stereo unspecified)
-3.8 | O=c1[nH]c(/C=C/c2ccc([N+](=O)[O-])cc2)c([N+](=O)[O-])c(=O)[nH]1
-1.0 | S=C(NCc1ccccc1)NCc1ccccc1Cl
0.5 | CC(CCN1CCOCC1)c1ccccc1 (stereo unspecified)
-0.6 | CC(C)Oc1ccc(C2CC(=O)NC2=O)cc1 (stereo unspecified)
1.2 | O=C(N/N=C\c1cc2c(cc1[N+](=O)[O-])OCO2)c1cccs1
-1.4 | Cc1ccc(C)c(S(=O)(=O)N2CCN(C(=O)CSc3ccccc3)CC2)c1
-0.6 | CCc1nc2cccnc2n1-c1ccc(CC(=O)NC(C)CC)cc1 (stereo unspecified)
-2.4 | CCOC(=O)/C(C#N)=C/c1c(N2CCN(c3ccccc3)CC2)nc2c(C)cccn2c1=O
-0.9 | COc1ccc(C)cc1NC(=O)NC1CCCCCCC1
-1.0 | COc1ccc(C2=NN(C(=O)CCC(=O)O)C(c3ccc([N+](=O)[O-])cc3)C2)cc1 (stereo unspecified)
-10 | CC(=O)c1ccc(Nc2nc(-c3cccnc3)cs2)cc1
-2.5 | COCCNC(=O)c1cc2c(s1)-c1ccc(Cl)cc1SC2
-1.5 | CC(=O)c1ccc(OCCCOc2cccc3cccnc23)cc1
-1.5 | CCc1nnc(NS(=O)(=O)c2ccc(NC(=O)c3cc(Cl)ccc3[N+](=O)[O-])cc2)s1
-1.1 | COc1ccccc1N1CCN(C2CCCN(C(=O)c3csc(C)n3)C2)CC1 (stereo unspecified)

Shown as labelled records: part of the list above
O=c1[nH]c(/C=C/c2ccc([N+](=O)[O-])cc2)c([N+](=O)[O-])c(=O)[nH]1
  STK33 kinase inh: -3.8
S=C(NCc1ccccc1)NCc1ccccc1Cl
  STK33 kinase inh: -1.0
CC(CCN1CCOCC1)c1ccccc1 (stereo unspecified)
  STK33 kinase inh: 0.5
CC(C)Oc1ccc(C2CC(=O)NC2=O)cc1 (stereo unspecified)
  STK33 kinase inh: -0.6

Carrying on:
STK33 kinase inh | molecule
-0.2 | COc1cccc(N2CCc3c(C)nc4ccc(Cl)cc4c32)c1
-0.8 | CCC1CN(C(=O)NCc2ccccc2)c2cc(Cl)ccc2O1 (stereo unspecified)
6.1 | O=C(Nc1cccc2cccnc12)c1ccc(Cl)cc1
-1.5 | COc1ccc(N2CCN(C(=O)c3cc(-c4ccc(F)cc4)[nH]c3C)CC2)cc1
-2.4 | CC(C)(C)C1CCCCC1NC(=O)c1ccncc1 (stereo unspecified)
3.0 | O=C(CC(c1ccccc1)c1cc(Cl)ccc1O)NCCCN1CCOCC1 (stereo unspecified)
1.1 | Cc1cccc(NS(=O)(=O)c2ccc(C(=O)NCCCN3CCOCC3)cc2)c1C
-0.5 | Cc1ccc(C)c(NC(=O)CCOc2ccccc2)c1
-1.0 | Cc1c(C(=O)N2CC(C)OC(C)C2)[nH]c2ccc(Br)cc12 (stereo unspecified)
-1.2 | CSc1ncc(C(=O)Nc2cccc(Cl)c2)c(C)n1
-0.4 | CC(=O)N/N=C(/c1ccccc1)C(O)c1ccccc1 (stereo unspecified)
-0.8 | O=c1c([N+](=O)[O-])cccn1Cc1cccc(Br)c1
1.1 | Cc1ccc(N=Cc2c(O)c3ccccc3n(C)c2=O)cc1
-1.5 | C/C(=C\c1ccc(Br)cc1)C(=O)c1c(C)cc(C)[nH]c1=O
-0.2 | CC(=O)c1ccc(OCc2cc(C(=O)N3CCCCCCC3)no2)cc1
-21 | c1ccc2c(c1)CC(CN1CCNCC1)O2 (stereo unspecified)
-1.0 | CCOc1ccccc1CN1CCN(Cc2c[nH]c3ccccc23)CC1CCO (stereo unspecified)
1.3 | COc1ccc(OC)c(S(=O)(=O)N/N=C(/C)c2ccc3c(c2)OCO3)c1
3.0 | O=C(N/N=C/c1coc2ccccc2c1=O)c1ccncc1
-0.7 | Cc1ccc(NC(=O)CCNC(=O)c2ccc([N+](=O)[O-])cc2)cc1C
-1.2 | Cc1c(C(=O)N2CCNCC2)oc2ccccc12
-0.5 | CC(C)c1ccc(C(C)NC(=S)NC2CCCCC2)cc1 (stereo unspecified)
-3.8 | O=C(Cc1ccc(Cl)c(Cl)c1)NNC(=S)NCC1CCCO1 (stereo unspecified)
-0.8 | N#CC1=C(N)Oc2cc(N)ccc2C1c1cc(Br)cs1 (stereo unspecified)
0.1 | Cc1ccnc(N/C=C/C(=O)c2ccc(Br)cc2)c1
-12 | O=C(O)CCCC(=O)Nc1ccc2c(c1)oc1ccccc12
-1.2 | COC(=O)C1=CN(c2ccc(OC)cc2)C=C(C(=O)OC)C1c1ccc([N+](=O)[O-])cc1
-1.1 | CCN1C(=O)CSC1=Nc1ccccc1Cl
2.3 | O=C(Nc1ccccc1C(=O)Nc1ccccn1)c1cc(F)c(F)cc1Cl
1.1 | O=C(COc1c(Br)cc(Br)cc1Br)N/N=C/c1ccco1

Sorted by value in STK33 kinase inh (smallest number first): seven of the compounds above.
STK33 kinase inh | molecule
-12 | O=C(O)CCCC(=O)Nc1ccc2c(c1)oc1ccccc12
-2.4 | CC(C)(C)C1CCCCC1NC(=O)c1ccncc1 (stereo unspecified)
-1.2 | COC(=O)C1=CN(c2ccc(OC)cc2)C=C(C(=O)OC)C1c1ccc([N+](=O)[O-])cc1
-0.8 | CCC1CN(C(=O)NCc2ccccc2)c2cc(Cl)ccc2O1 (stereo unspecified)
-0.7 | Cc1ccc(NC(=O)CCNC(=O)c2ccc([N+](=O)[O-])cc2)cc1C
-0.5 | CC(C)c1ccc(C(C)NC(=S)NC2CCCCC2)cc1 (stereo unspecified)
6.1 | O=C(Nc1cccc2cccnc12)c1ccc(Cl)cc1

Going on with the list:
STK33 kinase inh | molecule
-0.1 | CN1C(=O)N(C)c2ccc(Br)c3cccc1c23
0.4 | NS(=O)(=O)c1ccc(NC(=O)c2cc(-c3cc(Cl)ccc3O)n[nH]2)cc1
9.8 | COc1ccc(S(=O)(=O)N2CCN(Cc3cc(OC)c(OC)c(OC)c3)CC2)cc1
-1.2 | CSCC(=O)NC1CCCc2c1cnn2-c1cc(F)cc(F)c1 (stereo unspecified)
-0.2 | Cc1ccc(CNC(=O)Nc2ccc(F)cc2F)n1C
-0.4 | CC1=C(c2ccccc2)SC2=NCCN21
-1.8 | O=C(CCc1ccccc1F)N1CCN(c2ccccc2)CC1
-2.6 | O=C(Nc1nnc(-c2ccccc2Cl)s1)c1ccccc1F
-1.3 | Cc1ccc(CNS(=O)(=O)c2c(C)[nH]c(=O)[nH]c2=O)cc1
-5.0 | CC(=O)Nc1ccc(S(=O)(=O)c2cc(O)ccc2O)cc1
0.8 | COc1ccc(CCN2CC(C(=O)NCCc3cccnc3)CCC2=O)cc1 (stereo unspecified)
-2.0 | Cn1c(=O)oc2cc(S(=O)(=O)Nc3ccccc3O)ccc21
15 | CCOc1ccc(N(CC(=O)NN=C2CCN(C)CC2)S(=O)(=O)c2ccc(Br)cc2)cc1
2.8 | COc1ccc2[nH]c3c(c2c1)CC(C)NC3=O (stereo unspecified)
-0.6 | Cc1cccc(N(CC(=O)N2CCCCCC2)S(C)(=O)=O)c1C
-1.2 | Cc1cc(C)nc(NC(=O)Nc2ccc(F)cc2F)n1
-1.1 | O=C(Cc1ccccc1)Nc1ccc(NC(=O)c2ccccc2)c(Cl)c1
-0.4 | CCn1nccc1C(=O)Nc1ccc(C)c(C)c1
-2.0 | CCC(C(N)=NCCc1ccc(OC)c(OC)c1)c1ccccc1 (stereo unspecified)
0.6 | Cc1cc(N2CCCCCC2)n2nc(C)c(-c3ccccc3)c2n1
-0.9 | Cc1nnc2c(NCCC(C)C)nc3ccccc3n12
-0.6 | Cc1ccc(-c2nc(=O)[nH]c3ccc(Br)cc23)cc1
-0.4 | COc1ccc(C(=O)N(Cc2ccccc2)c2cccc(C)c2)cc1
-0.3 | COc1ccc(NC(=O)Nc2cccs2)cn1
-1.4 | Cc1ccoc1C(=O)Nc1cccc2ccccc12
0.3 | COc1ccc(NC(=O)NN2CCN(C)CC2)cc1
-5.7 | COc1ccc(CN(C)CC2CCCN(CCc3ccc(F)cc3)C2)cc1OC (stereo unspecified)
-0.2 | Cc1ccccc1NC(=O)CCN1CCN(C)CC1
9.5 | O=C(N/N=C/c1coc2ccc(Cl)cc2c1=O)c1ccncc1
-0.1 | COc1cccc(C(=O)Nc2cccc3ccccc23)c1

Molecules from the list above with an aryl thioether with sulfur outside any ring:
STK33 kinase inh | molecule
-1.6 | CCSc1nc2sc3c(c2c(=O)n1CC)CCC3
-1.4 | Cc1ccc(C)c(S(=O)(=O)N2CCN(C(=O)CSc3ccccc3)CC2)c1
-1.2 | CSc1ncc(C(=O)Nc2cccc(Cl)c2)c(C)n1

Continued:
STK33 kinase inh | molecule
0.6 | CCn1nc(C)cc1C(=O)NC1CCCc2c1cnn2-c1cc(F)cc(F)c1 (stereo unspecified)
2.1 | O=C(N/C(=C/c1ccccc1)C(=O)N1CCCCC1)c1ccc(Br)o1
0.0 | Cc1[nH]c(=O)[nH]c(=O)c1S(=O)(=O)Nc1ccc(F)c(Cl)c1
-0.2 | Cc1ccc(C(=O)NCCN2CCOCC2)cc1S(=O)(=O)N1CCCCC1
-2.3 | CCN(CC)CCC(=O)N1c2ccccc2CCc2ccc(NC(=O)OC(C)C)cc21
-1.8 | Cc1[nH]c(=O)[nH]c(=O)c1S(=O)(=O)Nc1cccc(C(F)(F)F)c1
-0.2 | CCN(CCn1cccn1)C(=O)c1cc(COc2ccccc2SC)on1
-0.6 | CN(c1cccc(NC(=O)c2ccc(CN3CCc4ccccc4C3)cc2)c1)S(C)(=O)=O
3.4 | O=C(Nc1ccccc1Cl)c1cccc(NC(=O)c2cccs2)c1
-1.9 | Cc1oc(/N=C/c2ccccc2)c(C#N)c1C
-1.4 | CCOC(=O)c1ccc(N2C(=O)CC(Sc3nc(C)cc(C)n3)C2=O)cc1 (stereo unspecified)
-2.0 | Cc1ccc(S(=O)(=O)N2C(=O)CCC2C(N)=O)cc1 (stereo unspecified)
-0.1 | Cc1ccc(C(=O)c2coc3ccc(O)cc23)cc1
-1.1 | Cc1ccc(Nc2ccc([N+](=O)[O-])cn2)cc1Cl

A run of entries from the list above:
STK33 kinase inh | molecule
-0.1 | Cc1ccc(C(=O)c2coc3ccc(O)cc23)cc1
-1.1 | Cc1ccc(Nc2ccc([N+](=O)[O-])cn2)cc1Cl

An excerpt; count on the stated rates, not on these rows.
